# Screens as filed in PubChem.
# U2OS ROS induce – inducers of reactive oxygen species in cancer cells; AID 624156; U2OS ROS induction, H2DCF-DA fluorescence; ROS induction (% of piperlongumine), % at 10 µM; hit rate 2% among 46,000; in the data active means ROS induction above about 79%, passing the limit was not always enough;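 further: 0% = DMSO vehicle median and 100% = reference compound median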
# * hit, by the source's call. An excerpt; rates above refer to the full screens.
SMILES,U2OS ROS induce
C[C@H]1CN([C@@H](C)CO)C(=O)Cc2cc(NS(=O)(=O)c3cccs3)ccc2O[C@H]1CN(C)C(=O)Nc1ccccc1,-18.9
C[C@@H]1CN([C@H](C)CO)C(=O)c2cc(NC(=O)CCC(F)(F)F)ccc2O[C@H]1CN(C)C(=O)Nc1ccc(C(F)(F)F)cc1,-7.0
Cc1cc([N+](=O)[O-])nn1Cc1ccc(C(=O)Nc2ccc(CC#N)cc2)cc1,1.3
Nc1nc(CNS(=O)(=O)c2ccccc2)nn1S(=O)(=O)c1ccccc1,-5.0
Cc1ccc(S(=O)(=O)N(C)C[C@H]2OCc3cnnn3CCCC(=O)N([C@H](C)CO)C[C@@H]2C)cc1,11.5
C[C@@H]1CN([C@H](C)CO)C(=O)c2cccc(NC(=O)c3nc4ccccc4s3)c2O[C@@H]1CN(C)Cc1ccccc1,5.2
Cc1ccccc1C(=O)Nc1sc2c(c1C(=O)NCc1ccco1)CCCC2,48.6
O=C(CCc1nc(-c2ccccc2F)no1)Nc1ccccc1Cl,-4.1
C[C@@H]1CN([C@@H](C)CO)C(=O)CCCn2cc(nn2)CO[C@@H]1CN(C)C(=O)Nc1ccnc(N2CCOCC2)c1,42.9
C[C@@H]1CN([C@H](C)CO)C(=O)CCCn2cc(nn2)CO[C@@H]1CN(C)S(=O)(=O)c1ccc(Oc2ccccc2)cc1,2.2
Cc1cc(NC(=O)C2CC(c3cccc(Br)c3)=NO2)n(-c2ccccc2)n1 (configuration not stated),-1.6
CC1(C)CC2(CCO1)OC(=O)CC2C(=O)NCc1ccccc1 (configuration not stated),3.6
O=C(Cn1c2c(c(-c3ccccc3)cc1=O)CCCC2)N1CCCC1,-14.2
COc1ccc(CCNC(=O)C(=O)Nc2ccc(C(C)(C)C)cc2)cc1OC,-2.8
C[C@@H]1CN([C@H](C)CO)C(=O)c2cc(NS(C)(=O)=O)ccc2O[C@H]1CN(C)CC1CC1,-9.8
Oc1ccccc1CNc1ccc2c(c1)ncn2C1CCCCC1,6.7
C[C@H]1CN([C@@H](C)CO)C(=O)c2cc(NC(=O)Cc3ccccc3)ccc2O[C@H]1CN(C)Cc1ccncc1,-16.5
C[C@H]1CN([C@@H](C)CO)C(=O)c2cccc(NS(C)(=O)=O)c2O[C@H]1CN(C)Cc1ccncc1,-1.5
COc1ccc(-c2cc(=O)c3c(O)cc(O[C@@H]4O[C@H](C(=O)O)[C@@H](O)[C@H](O)[C@H]4O)cc3o2)cc1,6.0
CCn1cc(/C=C(\NC(=O)c2ccccc2Cl)C(=O)N2CCc3ccccc32)c2ccccc21,-6.9
CCNc1nc(F)cc(=O)[nH]1,-2.5
Cc1noc(C)c1NC(=O)N(C)C[C@H]1Oc2ccc(NS(=O)(=O)c3ccccc3)cc2CC(=O)N([C@@H](C)CO)C[C@@H]1C,-2.5
COc1ccc2[nH]c(C(=O)O)c(CCC(=O)O)c2c1,-10.6
O=S(=O)(NC[C@@H]1CCCN(Cc2cccc(OCCO)c2)C1)c1ccc(Cl)cc1,-6.0
C[C@@H]1CN([C@H](C)CO)C(=O)c2cc(NC(=O)CCCN(C)C)ccc2O[C@H]1CN(C)C,0.2
CCCC1=C(C(=O)OCC)C(c2cc(Br)c(O)c(OC)c2)NC(=O)N1 (configuration not stated),15.1
C[C@@H]1CN([C@@H](C)CO)C(=O)c2cccc(NS(=O)(=O)c3cn(C)cn3)c2O[C@@H]1CN(C)Cc1ccc(C(F)(F)F)cc1,-7.4
Cc1ccccc1-c1nnc(SCC(=O)Nc2ccc3c(c2)OCCO3)n1C,-9.9
CCc1nn(C(C)C(=O)N(C)Cc2ccccc2)c(=O)c2cc3occc3n12 (configuration not stated),-2.2
COC(=O)Nc1ncc(CN2CCC(C)CC2)s1,-15.8
Cc1c(OCC(=O)Nc2ccc3c(c2)OCCO3)ccc2c1oc(=O)c1ccccc12,21.1
O=C(NCc1ccccn1)c1ccc(NC(=O)c2ccco2)cc1,-5.9
Cc1ccc(C)c(N2C(=O)CC3CS(=O)(=O)CC32)c1 (configuration not stated),-6.8
C[C@H]1CN([C@@H](C)CO)C(=O)Cc2cc(NC(=O)Nc3ccc4c(c3)OCO4)ccc2O[C@H]1CN(C)Cc1ccc(C(F)(F)F)cc1,13.4
C[C@@H]1CN([C@@H](C)CO)C(=O)c2cccc(N(C)C)c2O[C@@H]1CN(C)S(C)(=O)=O,2.8
C[C@H]1CN([C@@H](C)CO)C(=O)Cc2cc(NC(=O)Cc3ccccc3)ccc2O[C@H]1CN(C)Cc1ccc2c(c1)OCO2,-2.1
COc1ccc(NC(=O)Nc2ccc3c(c2)CC(=O)N([C@H](C)CO)C[C@@H](C)[C@@H](CN(C)Cc2ccc(C(=O)O)cc2)O3)cc1,5.2
CC1C2CC(C(S(=O)(=O)N3CCOCC3)C2=O)C1(C)C (configuration not stated),115.0*
COc1ccc(S(=O)(=O)N(C)C[C@H]2Oc3ccc(NC(=O)NC(C)C)cc3CC(=O)N([C@H](C)CO)C[C@H]2C)cc1,8.5
CCC12CN3CC(CC)(CN(C1)C3c1ccc(C(C)C)cc1)C2=O (configuration not stated),10.4

# Among those listed so far, these have a CF3 group:
SMILES,U2OS ROS induce
C[C@@H]1CN([C@H](C)CO)C(=O)c2cc(NC(=O)CCC(F)(F)F)ccc2O[C@H]1CN(C)C(=O)Nc1ccc(C(F)(F)F)cc1,-7.0
C[C@@H]1CN([C@@H](C)CO)C(=O)c2cccc(NS(=O)(=O)c3cn(C)cn3)c2O[C@@H]1CN(C)Cc1ccc(C(F)(F)F)cc1,-7.4
C[C@H]1CN([C@@H](C)CO)C(=O)Cc2cc(NC(=O)Nc3ccc4c(c3)OCO4)ccc2O[C@H]1CN(C)Cc1ccc(C(F)(F)F)cc1,13.4

# Next records follow:
SMILES,U2OS ROS induce
COC(=O)C1=C(C)N(Cc2ccccc2)C(=O)NC1c1ccccc1F (configuration not stated),9.4
CC(C)NC(=O)N(C)C[C@H]1Oc2ccc(NC(=O)Nc3ccc(F)cc3)cc2C(=O)N([C@H](C)CO)C[C@H]1C,-11.7
CC1(C)CC(NC(=O)NC(=O)c2c(F)cccc2F)CC(C)(C)N1,-9.8
Cc1[nH]n2c(=O)c3c(nc2c1-c1ccccc1)CCC3,17.4
C[C@H]1CN([C@@H](C)CO)C(=O)Cc2cc(NS(C)(=O)=O)ccc2O[C@H]1CN(C)Cc1ccc(C(=O)O)cc1,-6.6
C[C@@H]1CN([C@@H](C)CO)C(=O)c2cccc(NS(=O)(=O)c3ccc(Cl)cc3)c2O[C@H]1CN(C)Cc1ccccc1,3.9
C[C@@H]1CN([C@H](C)CO)C(=O)c2cccc(NS(=O)(=O)c3ccc(Cl)cc3)c2O[C@@H]1CN(C)Cc1ccccc1,5.4
COC(=O)c1cnc(Oc2c(Cl)cc(N)cc2Cl)cc1C(F)(F)F,21.8
O=C(CCN1N=C(c2ccccc2)CCC1=O)NC1CCCC1,-16.7
Cc1nnsc1C(=O)NC(=O)Nc1cc(Cl)cc(Cl)c1,-8.4
O=C(CCn1c(=S)[nH]c2ccsc2c1=O)NCCc1ccc(Cl)cc1,46.1
Cc1cc(C)c(S(=O)(=O)N(C)CC(=O)Nc2cc(Cl)ccc2C)c(C)c1,-7.3
COc1ccc(NC(=O)N(C)C[C@@H]2Oc3ccc(NC(=O)Nc4ccc(C(F)(F)F)cc4)cc3C(=O)N([C@@H](C)CO)C[C@@H]2C)cc1,-2.2
COC(CNC(=O)Cn1nc(Cc2ccncc2)c2ccccc2c1=O)OC,44.9
Cc1ccc(S(=O)(=O)N(C)C[C@@H]2Oc3ccc(NC(=O)Nc4c(C)noc4C)cc3C(=O)N([C@H](C)CO)C[C@H]2C)cc1,0.6
O=C(NO)c1ccc(C(=O)N/N=C/c2ccc(O)cc2Br)cc1,-23.3
Cc1ccc(C(=O)NCC(=O)O)cc1S(=O)(=O)N1CCCCC1,-8.3
Cn1c(Cc2ccc(Cl)cc2)nnc1SCc1nc2ccccc2c(=O)n1-c1cccc(C(F)(F)F)c1,7.2
C[C@H](CO)N1C[C@H](C)[C@@H](CN(C)C)Oc2ccc(NC(=O)CCCN(C)C)cc2C1=O,-2.8
COc1ccc(S(=O)(=O)Nc2ccc3c(c2)C(=O)N([C@H](C)CO)C[C@H](C)[C@H](CN(C)Cc2ccc4c(c2)OCO4)O3)cc1,15.1

# Among those listed so far, two contain an aryl thioether with sulfur outside any ring.
SMILES,U2OS ROS induce
Cc1ccccc1-c1nnc(SCC(=O)Nc2ccc3c(c2)OCCO3)n1C,-9.9
Cn1c(Cc2ccc(Cl)cc2)nnc1SCc1nc2ccccc2c(=O)n1-c1cccc(C(F)(F)F)c1,7.2

# (cont.)
SMILES,U2OS ROS induce
CC[n+]1ccc(C)c2cc(C(F)(F)F)ccc21,1.4
COc1cc(O)c(C(=O)/C=C/c2ccc(OC)c(OC)c2)c(OC)c1,6.8
C[C@@H]1CN([C@@H](C)CO)C(=O)Cc2cc(NC(=O)C3CC3)ccc2O[C@@H]1CN(C)Cc1ccc2c(c1)OCO2,5.2
COc1ccc(S(=O)(=O)Nc2ccc3c(c2)C(=O)N([C@@H](C)CO)C[C@H](C)[C@@H](CN(C)C(=O)Nc2cccc4ccccc24)O3)cc1,6.0
O=C(/C=C/c1ccccc1)c1ccccc1O,-3.3
CC(C)NC(=O)N(C)C[C@H]1OCCCC[C@@H](C)Oc2ccc(NS(=O)(=O)c3cn(C)cn3)cc2C(=O)N([C@H](C)CO)C[C@@H]1C,-6.9
C[C@H]1CN([C@@H](C)CO)C(=O)c2cc(NC(=O)Cc3ccccc3)ccc2O[C@H]1CN(C)Cc1ccc(Cl)c(Cl)c1,0.8
O=C(NCC1(c2ccccc2)CCOCC1)c1ccc(Br)cc1,-11.0
C[C@H](CO)N1C[C@H](C)[C@H](CN(C)S(=O)(=O)c2cn(C)cn2)Oc2ncc(-c3ccc(F)cc3)cc2C1=O,3.0
COC(=O)c1c(NC(=S)Nc2cnccn2)sc2c1CCC(C)C2 (configuration not stated),1.4
C[C@@H]1CN([C@H](C)CO)C(=O)c2cccc(NC(=O)C3CC3)c2O[C@H]1CN(C)CC1CCCCC1,-4.4
CC(Oc1ccc(C(C)(C)C)cc1)c1nc(-c2ccccn2)no1 (configuration not stated),-1.1
CC1(C)Cc2nc(-c3ccccc3)nc(SCC(=O)Nc3cccc(C(F)(F)F)c3)c2CO1,23.9
C[C@@H]1CN([C@H](C)CO)C(=O)c2cccc(NC(=O)c3cnccn3)c2O[C@H]1CN(C)C(=O)Nc1ccc(C(F)(F)F)cc1,-2.6
Cn1nnc2cc(C(=O)N(CCO)c3ccccc3)ccc21,0.2
COc1ccc(C)cc1S(=O)(=O)N1CCCC(C(=O)Nc2ccccc2C(F)(F)F)C1 (configuration not stated),-19.2
C[C@H]1CN([C@@H](C)CO)C(=O)c2cc(N(C)C)ccc2O[C@H]1CN(C)C(=O)Nc1ccc2c(c1)OCO2,4.7
CCCn1nnc(NC(=O)COc2ccc(Cl)c(C)c2)n1,2.9
COc1ccc(CN(C)C[C@H]2Oc3ccc(NC(=O)C4CCCCC4)cc3CC(=O)N([C@@H](C)CO)C[C@H]2C)cc1,-0.4
COc1ccc(C)cc1N(CC(=O)Nc1ccccc1C(=O)O)S(C)(=O)=O,5.4
CNC[C@H]1Oc2ccc(NC(=O)Nc3ccc(C(F)(F)F)cc3)cc2CC(=O)N([C@H](C)CO)C[C@H]1C,5.5
Cc1ccccc1NC(=O)CSc1nc(O)cc(=O)[nH]1,-21.4
O=C(Nc1cscc1S(=O)(=O)c1ccccc1)c1ccccc1Cl,-3.8
C[C@H](CO)N1C[C@H](C)[C@@H](CN(C)C(=O)Nc2cccc3ccccc23)Oc2c(NS(=O)(=O)c3ccccc3)cccc2C1=O,27.3
O=c1[nH]c2cc(C(F)(F)F)ccc2n1-c1cc(C(F)(F)F)ccc1O,-1.6
C[C@@H]1CN([C@H](C)CO)C(=O)Cc2cc(N(C)C)ccc2O[C@H]1CN(C)C(=O)NC1CCCCC1,6.6
COc1ccc(/C=N/NC(=O)CCCCCC(=O)Nc2ccccc2O)cc1OC,-14.2
CC1(C)CC(=O)C2=C(C1)Nc1ccccc1N(C(=O)c1ccccc1)C2c1ccccc1 (configuration not stated),-2.7
CCn1c(SCC(=O)Nc2ccc(C)c(C)c2)nnc1-c1ccc(Cl)cc1,-7.0
COc1ccc(S(=O)(=O)Nc2cccc3c2O[C@@H](CN(C)Cc2ccccc2)[C@@H](C)CN([C@@H](C)CO)C3=O)cc1,1.5
COC(=O)c1ccc(Cl)c(NC(=O)CN2CCOCC2)c1,15.9
COc1ccc(OCC(=O)Nc2ccc3oc(-c4ccc(C)c(C)c4)nc3c2)cc1,-8.3
CNC[C@@H]1Oc2ccc(NC(=O)Cc3cn(C)c4ccccc34)cc2CC(=O)N([C@@H](C)CO)C[C@@H]1C,-10.0
C[C@H]1CN([C@@H](C)CO)C(=O)Cc2cc(NC(=O)c3ccncc3)ccc2O[C@H]1CN(C)Cc1ccc(-c2ccccc2)cc1,15.3
C[C@H]1CN([C@@H](C)CO)C(=O)c2cc(NS(=O)(=O)c3ccc(Cl)cc3)ccc2O[C@H]1CN(C)C(=O)Nc1ccccc1,4.0
O=[N+]([O-])c1ccc(NCCNS(=O)(=O)c2ccc(Br)cc2)cc1,-2.3
C[C@H](CO)N1C[C@H](C)[C@H](CN(C)S(=O)(=O)c2ccc(Cl)cc2)Oc2c(NS(=O)(=O)c3cn(C)cn3)cccc2C1=O,3.3
Cc1ccc(OCC(=O)Nc2ccc3oc(-c4ccccc4C)nc3c2)c(C)c1,17.8
Cc1noc(C)c1NC(=O)N(C)C[C@@H]1Oc2ccc(N(C)C)cc2C(=O)N([C@@H](C)CO)C[C@@H]1C,-9.6
COc1cc(N)c(Cl)cc1C(=O)NC1CCN(Cc2ccccc2)CC1,0.4
C[C@@H]1CN([C@H](C)CO)C(=O)c2cccc(NS(C)(=O)=O)c2O[C@H]1CN(C)C(=O)Nc1ccc(F)cc1,42.7
O=C(CNS(=O)(=O)c1ccccc1)Nc1cccc(F)c1,-4.2
Cc1ccc([N+](=O)[O-])cc1N(CC(=O)Nc1cccc(Br)c1)S(C)(=O)=O,-9.0

# Reprinted from the results shown, 4 compounds:
SMILES,U2OS ROS induce
COc1cc(N)c(Cl)cc1C(=O)NC1CCN(Cc2ccccc2)CC1,0.4
C[C@@H]1CN([C@H](C)CO)C(=O)c2cccc(NS(C)(=O)=O)c2O[C@H]1CN(C)C(=O)Nc1ccc(F)cc1,42.7
O=C(CNS(=O)(=O)c1ccccc1)Nc1cccc(F)c1,-4.2
Cc1ccc([N+](=O)[O-])cc1N(CC(=O)Nc1cccc(Br)c1)S(C)(=O)=O,-9.0
